Compound activity from PubChem BioAssay.
AmpC no deterg: inhibitors of E. coli AmpC beta-lactamase without detergent; AmpC nitrocefin hydrolysis, absorbance 480 nm, 0.0001% Triton; hit rate 0.52% among 330,000; AID 485341; P00811; Potency, µM (top dose mostly 57.1 µM), inactives show at the top dose activity change, negative = inhibition, hits mostly inhibitors;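 note: potency is the fitted concentration of half-maximal effect; plate controls were no compound for no effect and no enzyme for full effect; nearly all actives have a fitted effect of over 20% in size; some results filed as inactive show a strong effect at the top dose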
Target sequence (P00811 whole entry, looked up): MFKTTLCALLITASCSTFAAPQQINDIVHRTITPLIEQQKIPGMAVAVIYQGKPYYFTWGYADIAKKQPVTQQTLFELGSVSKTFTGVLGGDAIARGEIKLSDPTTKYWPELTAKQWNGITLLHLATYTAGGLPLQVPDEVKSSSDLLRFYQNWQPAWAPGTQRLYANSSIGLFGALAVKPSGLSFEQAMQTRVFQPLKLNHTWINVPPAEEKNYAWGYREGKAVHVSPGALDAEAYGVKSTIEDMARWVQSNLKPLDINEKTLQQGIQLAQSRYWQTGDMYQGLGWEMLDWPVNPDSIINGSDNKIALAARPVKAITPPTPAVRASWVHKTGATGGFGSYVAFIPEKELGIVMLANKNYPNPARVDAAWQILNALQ
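20 mM phosphate pH 7.0 + 0.01% (detergent screen) or 0.0001% Triton X-100; 5.3 nM AmpC reagent; cpd preinc 15 min RT; nitrocefin (800 uM stock) to start; A480 q20 s × 4 min; Activity was normalised to no-enzyme and no-compound control wells.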
AmpC inh detg: blocks E. coli AmpC beta-lactamase in detergent assay | P00811 | AmpC hydrolysis of nitrocefin, absorbance 480 nm, 0.01% Triton | Potency, µM (series often up to 114 µM), for the others: top-dose activity change, negative = inhibition, most hits filed as inhibitors | hit rate 0.041% among 370,000;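 note: potency is the fitted concentration of half-maximal effect; 0% = no-compound wells and -100% = no-enzyme wells; nearly all actives have a fitted effect of over 25% in size; some results filed as inactive show a strong effect at the top dose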
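20 mM phosphate pH 7.0 + 0.01% (detergent screen) or 0.0001% Triton X-100; 5.3 nM AmpC reagent; cpd preinc 15 min RT; nitrocefin (800 uM stock) to start; A480 q20 s × 4 min; Activity was normalised to no-enzyme and no-compound control wells.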
FBPA Giardia inh: Giardia lamblia aldolase inhibition; AID 2451; Potency, µM (series often up to 59.6 µM), without a hit: top-dose activity, negative = inhibition, hits mostly inhibitors; A8B2U2; hit rate 0.71% among 290,000; purified Giardia FBPA; note: potency is the fitted concentration of half-maximal effect; % is set by controls: 0 for no effect and ±100 for the full control effect; nearly all actives have a fitted effect of over 55% in size
Target sequence (A8B2U2 whole entry, looked up): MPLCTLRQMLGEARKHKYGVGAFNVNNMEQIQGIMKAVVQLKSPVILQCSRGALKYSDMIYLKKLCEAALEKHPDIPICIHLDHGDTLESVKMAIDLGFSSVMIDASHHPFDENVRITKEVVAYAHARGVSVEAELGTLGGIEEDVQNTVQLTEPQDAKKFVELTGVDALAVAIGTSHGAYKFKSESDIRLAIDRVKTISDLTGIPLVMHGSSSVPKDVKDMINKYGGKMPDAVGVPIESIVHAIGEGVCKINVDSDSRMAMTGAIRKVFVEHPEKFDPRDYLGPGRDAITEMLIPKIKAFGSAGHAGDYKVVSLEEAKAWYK
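Giardia FBPA (40 nM reagent) was preincubated 10 min at RT with compound (up to 57.5 uM final), then substrate plus GAPDH/TPI/NAD/arsenate coupling system with diaphorase/resazurin was added; resorufin fluorescence (525/598 nm) was read after 20 min.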
HCMV inh: human cytomegalovirus inhibition | HFF cells, HCMV-luciferase reporter, 72 h; active compounds read low | activity change, negative = inhibition, % at 57.5 µM | hit rate 4.5% among 410,000 | AID 1259415; in the data active = activity change below about -60%; inconclusive = no clear call, values can overlap the other calls; inactive = above about -39%; note: % is set by controls: 0 for no effect and ±100 for the full control effect
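Inhibition of viral replication was scored as loss of reporter luminescence in HFFs infected with HCMV-luciferase (MOI 1 PFU/cell) for 72 h; compounds tested at 2 doses, normalized to buffer and Salinomycin controls.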
AMA1-RON2 inh: inhibitors of Plasmodium falciparum AMA1-RON2 interaction; AlphaScreen AMA1-biotinylated RON2 peptide binding; Potency, µM (titrated, usually from 58.2 µM), for inactives: at the top dose activity change, negative = inhibition, hits mostly inhibitors; hit rate 0.2% among 360,000; AID 720542;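 note: potency is the fitted concentration of half-maximal effect; 0% = vehicle wells and -100% = peptide control; nearly all actives have a fitted effect of over 45% in size; some results filed as inactive show a strong effect at the top dose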
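AMA1 (3D7) with his tag at 25 nM final met compounds first, then biotinylated RON2 peptide at 25 nM; detection used donor plus acceptor beads, 10 µg/mL apiece, read by AlphaScreen after 30 min at room temperature.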
Shiga toxin inh: inhibitors of Shiga toxin in Vero cells | hit rate 9.2% among 290,000 | AID 2315 | inhibition, % at 38.7 µM | Vero cells, Shiga toxin protein synthesis inhibition reporter; in the data active = inhibition mostly above about 28%, no sharp cut-off; inactive = mostly below about 43%; note: 0% is about no effect
Cycloheximide cs: counter-screen for Shiga toxin inhibitors: cycloheximide protein synthesis inhibition | cell reporter, cycloheximide protein synthesis inhibition counterscreen | max response, % | hit rate 12% among 300,000 | AID 2314; in the data active = max response mostly above about 13%, no sharp cut-off; inactive = mostly below about 14%; note: read at 38.3 µM for the half of the compounds with a filed dose; 0% is about no effect
The depositor's hits bear a star; u = inconclusive; x = not tested or not shown; [ ] = dose if it differs, or a comment. Unless noted, calls come from the whole dose curve; as a rule, active = well fitted curve in the direction sought with a large enough effect; inconclusive = small, poorly fitted or top-dose-only effect, or another doubt; inactive = no such curve, though single readings can be large; an effect the other way counts as inactive or inconclusive.

1) CN(C)CCN1C(=O)C(=O)/C(=C(/O)c2ccc(OCc3ccccc3)cc2)C1c1ccncc1 (stereo not given)
2) COc1ccc(C(=O)NC(C)c2nc3ccccc3n2C)cc1OC (stereo not given)
3) c1ccc(-c2nnc(SCC3CCCCO3)nc2-c2ccccc2)cc1 (stereo not given)
4) CCC(C)NC(=O)C1CCCN(C(=O)NC2CCCCC2)C1 (stereo not given)
5) CCOC(=O)c1c(NC(=O)Cc2ccccc2)sc2c1CCN(CC)C2
6) COc1ccc(NC(=S)N(CCC(C)C)C2CCN(C(C)=O)CC2)cc1
7) Cc1ccc(O)c(C(=O)c2cnc3c(c2)COc2ccccc2-3)c1
8) COc1ccc(NC(=S)N(Cc2ccc(Cl)cc2)Cc2ccc(C(=O)O)cc2)cc1Cl
entry no.	1	2	3	4	5	6	7	8
AmpC inh detg	u	5%	-11%	u	u	11%	-6%	2%
AmpC no deterg	-18%	10%	-13%	35%[activator]	114%[activator]	44%	-19%	-8%
Shiga toxin inh	28	3	-4	-3	10	19	11	10
FBPA Giardia inh	7%	-11%	5%	0%	u	-5%	-1%	-17%
HCMV inh	-14	10	u	-21	-11	18	-66*	12
Cycloheximide cs	9	4	7	16	1	13	19	7
AMA1-RON2 inh	6%	-10%	-16%	27%	-1%	25%	u	7%

9) O=C(CNC(=O)N1CC(=O)Nc2ccccc21)NCc1ccccc1
10) O=C(COc1ccc2ccccc2c1)Nc1cccc(C(=O)Nc2ccccc2C(=O)O)c1
11) Cc1cc(C(=O)N/N=C/c2cccc(OC(=O)c3ccco3)c2)n[nH]1
12) Cc1ccc(S(=O)(=O)N2CC3CCCN3c3ccc(C(F)(F)F)cc32)cc1 (stereo not given)
13) CCOC(=O)c1c(C)[nH]c(N=Nc2cccc(C)c2)c1C
14) COc1ccc(-n2c(Cc3cccn3C)nnc2SCC(=O)Nc2ccc(C)cc2)cc1
15) Cc1c(C)n2c(SCC(=O)Nc3ccc4c(c3)OCCO4)nnc2[nH]c1=O
16) Cc1ccc(NC(=O)CNC(=O)c2ccc(Br)o2)nc1
entry no.	9	10	11	12	13	14	15	16
AmpC inh detg	u	-10%	u	-11%	-7%	u	-15%	u
AmpC no deterg	-2%	-26%	24%	-9%	47%	45%	1%	-5%
Shiga toxin inh	-13	-4	34	-7	130*	-4	x	x
FBPA Giardia inh	x	8%	-10%	-4%	5%	-5%	x	x
HCMV inh	7	43	12	-19	66	-6	-14	-7
Cycloheximide cs	-3	1	46*	-3	64*	-2	x	x
AMA1-RON2 inh	-1%	-3%	3%	2%	u	11%	-12%	7%

17) COC(=O)c1ccc(CNC(=O)c2ccc(S(=O)(=O)N3CCCC(C)C3)cc2)cc1 (stereo not given)
18) CCc1cccc2c1NC(=O)C2(O)N1CCCC(C)C1 (stereo not given)
19) N#Cc1ccc(NC(=O)c2sc3cc(C(F)(F)F)cnc3c2-c2cccs2)cc1
20) Cn1c(COc2ccccc2)nnc1SCC(=O)NNC(=O)C1CCCCC1
21) COc1ccc(/C=N\NC(=O)c2nn(C)cc2Cl)cc1CN1CCOCC1
22) O=C(CSc1c2c(nc3cc(Cl)ccc13)CCCC2)NCc1ccco1
23) Cc1cc(C)c2nc(N3CCCC3)c(C#N)cc2c1
24) COCC(C)NC(=O)c1cc(S(=O)(=O)N2CCCCC2)ccc1N1CCOCC1 (stereo not given)
entry no.	17	18	19	20	21	22	23	24
AmpC inh detg	1%	-8%	-2%	-4%	2%	-7%	u	-7%
AmpC no deterg	-11%	-8%	-27%	11%	-29%	-43%	-17%	46%
Shiga toxin inh	x	x	-10	24	10	8	-13	-4
FBPA Giardia inh	x	4%	1%	6%	-1%	-1%	-6%	x
HCMV inh	-29	1	59	-14	-30	-19	41	19
Cycloheximide cs	x	12	-1	8	2	3	-4	-2
AMA1-RON2 inh	1%[11.6 µM]	0%	2%	49%[activator]	-13%	-4%	-8%	-1%

25) COC(=O)c1cc(OC)c(OC)cc1NC(=O)Nc1ccccc1OC
26) COc1ccc(-n2c(=S)[nH]c3cc(C(=O)N(C)Cc4ccccc4)ccc3c2=O)cc1
27) COc1ccc(C(CCNCc2ccccc2F)c2ccc(F)cc2)cc1 (stereo not given)
28) COc1ccc(C(=O)N2N=C(c3cccs3)CC2c2ccccc2O)cc1 (stereo not given)
29) CS(=O)(=O)N1CCN(c2ccc(NC(=O)c3ccc(Br)o3)cc2)CC1
30) COc1ccccc1OCCN1C(=O)S/C(=C\c2ccco2)C1=O
31) Nn1cnn(Cc2ccccc2)c1=S
32) COc1ccc(CCNC(=O)CNC(=O)c2ccccc2Br)cc1OC
entry no.	25	26	27	28	29	30	31	32
AmpC inh detg	-14%	-5%	-20%	-2%	1%	1%	-7%	8%
AmpC no deterg	19%	-2%	24%	-41%	-2%	-43%	-20%	-6%
Shiga toxin inh	-23	-14	-1	14	110*	32	-7	-1
FBPA Giardia inh	1%	-16%	0%	x	8%	-12%	-20%	x
HCMV inh	23	0	-62*	-37	81	-10	1	11
Cycloheximide cs	1	-3	-3	9	43*	7	-2	-2
AMA1-RON2 inh	-8%	68%[activator]	-2%	-2%	-3%	u	-11%	0%

33) COc1ccccc1/C=C/C=N/n1c(-c2ccncc2)n[nH]c1=S
34) Cc1ccc(SCC(=O)Nc2ccc3c(c2)OCCO3)cc1
35) Cc1ccc(C(C)C)cc1S(=O)(=O)Nc1ccncc1
36) CN(C)S(=O)(=O)c1cccc(NC(=O)CNCC2CCCCC2)c1
37) Cc1cc(=O)[nH]c2ccc(Cl)cc12
38) COc1ccc(O)c(C(=O)c2cnc3c(c2)c(=O)[nH]c(=O)n3C)c1
39) O=C(COC(=O)CN1C(=O)NC2(CCCC2)C1=O)Nc1ccccc1C(F)(F)F
40) CCn1nc(NC(=O)c2ccco2)c2cc3ccc(C)cc3nc21
entry no.	33	34	35	36	37	38	39	40
AmpC inh detg	0%	3%	-1%	-11%	-12%	u	-14%	-9%
AmpC no deterg	u	-22%	16%	-17%	-2%	-16%	-14%	25%
Shiga toxin inh	-3	77*	6	14	4	-1	x	33
FBPA Giardia inh	17%	0%	7%	u	-4%	0%	x	5%
HCMV inh	11	60	3	6	-2	15	-8	-24
Cycloheximide cs	-2	74*	1	16	10	5	x	2
AMA1-RON2 inh	65%[activator]	20%	0%	-21%	-5%	-5%	-1%	14%

41) C/C=N/NC(=O)CCNC(=O)c1ccccc1
42) COc1ccc(/C=N\NC(=O)c2ccccc2F)cc1COc1ccc(F)cc1
43) C/C=C/C(=O)OCC(=O)Nc1ccc(SC(F)F)cc1
44) COc1ccc(Cl)cc1C(=O)NNC(=O)c1nn(C)c(=O)c2ccccc12
45) COc1ccc(-n2nc(C(=O)NCC(=O)N3CCN(C)CC3)c3ccccc3c2=O)cc1
46) CCn1cc(C(=O)NCCc2ccccc2)c(=O)c2cc(S(=O)(=O)N(C)C)ccc21
47) COc1ccc(NS(=O)(=O)c2c(C)n(C)c(=O)n(C)c2=O)cc1OC
48) CCNc1nc(SCc2ccccc2)nc(N2CCOCC2)n1
entry no.	41	42	43	44	45	46	47	48
AmpC inh detg	-6%	1%	-3%	x	u	-13%	u	u
AmpC no deterg	-28%	-24%	-51%	23%	-11%	-6%	-8%	4%
Shiga toxin inh	12	2	36	x	-3	-6	23	-23
FBPA Giardia inh	-5%	6%	-1%	x	-7%	17%	-13%	-5%
HCMV inh	43	-16	-76*	16	22	-18	18	-16
Cycloheximide cs	5	2	26*	x	2	4	-3	-4
AMA1-RON2 inh	55%[activator]	-2%	10%	100%[activator]	17%	-9%	1%	8%

49) O=C(NCCN1CCN(c2ccccc2)CC1)c1ccc2c(c1)[nH]c(=S)n1c3ccccc3nc21
50) Cc1cnnc2c1-c1no[n+]([O-])c1CC2
51) O=C(NNC(=O)c1cc(O)c(O)c(O)c1)NC1CCCCC1
52) Cc1sc(NC(=O)c2ccco2)c(CN2CCCCC2)c1C
53) N#Cc1c(-c2cccs2)nc(SCC(=O)c2ccc(Br)cc2)[nH]c1=O
54) Cc1cc(NC(=O)CSCC(=O)OCc2nnc(-c3ccc(F)cc3)o2)no1
55) COc1ccccc1CN1CC(C(=O)NCc2c(F)ccc(C)c2F)CCC1=O (stereo not given)
56) O=C(CC12CC3CC(CC(Br)(C3)C1)C2)NCc1ccccc1
entry no.	49	50	51	52	53	54	55	56
AmpC inh detg	8%	-2%	0%	-14%	5%	x	-7%	1%
AmpC no deterg	-16%	x	-25%	-13%	-50%	-8%	68%[activator]	-15%
Shiga toxin inh	-16	-11	-14	6	-2	x	82*	-7
FBPA Giardia inh	7%	2%	u	2%	-7%	x	x	7%
HCMV inh	14	1	-31	-15	40	-34	125	-23
Cycloheximide cs	-4	1	-3	5	3	x	47*	-6
AMA1-RON2 inh	21%	-5%	-17%	4%	13%	12%[11.6 µM]	7%	-2%

57) Cc1cc(S(=O)(=O)N2CCCC2)c(C)s1
58) Cc1ccc(/C=N\NC(=O)CNC(=O)C23CC4CC(CC(C4)C2)C3)o1
59) Cc1nc2cc(NC(=O)N3CC4(C)CC3CC(C)(C)C4)ccc2n1C (stereo not given)
60) CC(=O)c1cc(C#N)c(N2CCCC2)nc1C
61) Cc1ccc(N2CCN(S(=O)(=O)c3c(C)nc4scc(C)n4c3=O)CC2)c(C)c1
62) Cc1c(NC(=O)N(C)c2ccccc2)c(=O)n(-c2ccccc2)n1C
63) O=C(O)c1ccc(-n2ncc3c2/C(=C/c2cccc([N+](=O)[O-])c2)CC3)cc1
entry no.	57	58	59	60	61	62	63
AmpC inh detg	2%	-6%	0%	4%	-2%	-7%	u
AmpC no deterg	-14%	-31%	-4%	-9%	98%[activator]	-35%	-32%
Shiga toxin inh	-16	-5	14	23	14	-2	16
FBPA Giardia inh	-1%	x	1%	9%	x	11%	3%
HCMV inh	10	12	-36	13	-29	22	67
Cycloheximide cs	-6	3	-2	2	-7	-2	1
AMA1-RON2 inh	0%	14%	1%	8%	0%	12%	7%

Random excerpt: 2 compounds from above
62) Cc1c(NC(=O)N(C)c2ccccc2)c(=O)n(-c2ccccc2)n1C
61) Cc1ccc(N2CCN(S(=O)(=O)c3c(C)nc4scc(C)n4c3=O)CC2)c(C)c1
entry no.	62	61
AmpC inh detg	-7%	-2%
AmpC no deterg	-35%	98%[activator]
Shiga toxin inh	-2	14
FBPA Giardia inh	11%	x
HCMV inh	22	-29
Cycloheximide cs	-2	-7
AMA1-RON2 inh	12%	0%

Single records (already shown):
Entry for COC(=O)c1cc(OC)c(OC)cc1NC(=O)Nc1ccccc1OC → AmpC inh detg: -14%; AmpC no deterg: 19%; Shiga toxin inh: -23; FBPA Giardia inh: 1%; HCMV inh: 23; Cycloheximide cs: 1; AMA1-RON2 inh: -8%
Entry for CN(C)CCN1C(=O)C(=O)/C(=C(/O)c2ccc(OCc3ccccc3)cc2)C1c1ccncc1 (stereo not given) → AmpC inh detg: u; AmpC no deterg: -18%; Shiga toxin inh: 28; FBPA Giardia inh: 7%; HCMV inh: -14; Cycloheximide cs: 9; AMA1-RON2 inh: 6%
